# NPY Y2 blocker: NPY-Y2 (human) receptor antagonism | AID 793 | P49146 | NPY-Y2 expressing cells, antagonist mode | inhibition, % at 2.7 µM | 140,000 tested, 0.99% active; in the data active = inhibition above about 17%;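 also: 0% = vehicle with agonist challenge and 100% = reference antagonist with challenge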
# Target sequence (P49146 whole entry, looked up): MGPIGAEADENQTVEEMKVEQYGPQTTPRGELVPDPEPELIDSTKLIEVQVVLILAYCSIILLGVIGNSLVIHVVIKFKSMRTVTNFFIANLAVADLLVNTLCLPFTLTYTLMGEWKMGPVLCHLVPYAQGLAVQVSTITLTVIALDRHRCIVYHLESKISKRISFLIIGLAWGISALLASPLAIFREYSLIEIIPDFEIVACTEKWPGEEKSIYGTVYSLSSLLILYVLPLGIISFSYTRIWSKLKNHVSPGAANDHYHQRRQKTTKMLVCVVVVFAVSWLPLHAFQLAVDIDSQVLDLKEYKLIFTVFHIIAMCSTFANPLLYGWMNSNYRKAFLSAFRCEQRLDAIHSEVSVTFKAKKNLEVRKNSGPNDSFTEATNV
# GALR2 blocker: GALR2 (human) receptor antagonism. inhibition, % at 4 µM. GALR2-expressing cells, antagonist mode. O43603. 140,000 tested, 0.39% active. AID 828; in the data active = inhibition above about 27%;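 also: cells stimulated with galanin 1-16 at roughly its EC80; 0% = agonist challenge control and 100% = basal control without agonist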
# Target sequence (O43603 whole entry, looked up): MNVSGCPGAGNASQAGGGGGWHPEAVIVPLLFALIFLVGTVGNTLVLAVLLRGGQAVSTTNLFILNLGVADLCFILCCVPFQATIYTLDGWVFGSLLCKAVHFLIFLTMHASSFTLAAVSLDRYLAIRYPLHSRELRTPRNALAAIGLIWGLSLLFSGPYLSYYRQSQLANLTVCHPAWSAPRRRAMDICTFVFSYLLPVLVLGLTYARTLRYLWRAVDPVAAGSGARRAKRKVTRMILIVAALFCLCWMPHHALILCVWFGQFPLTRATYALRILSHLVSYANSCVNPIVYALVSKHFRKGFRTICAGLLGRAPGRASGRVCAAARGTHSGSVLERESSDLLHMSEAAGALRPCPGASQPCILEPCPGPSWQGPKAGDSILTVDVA
# PTEN del growth: PTEN-deleted cell growth suppression. HCT116 PTEN-null viability, CellTiter-Glo, 60 h; active compounds read low. viability, % at 10 µM. 140,000 tested, 1.2% active;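 active = viability at or below a set limit, 4 SD under the median of all tested compounds, cut at about 3.7% in these data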;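 also: PTEN knockout HCT116 line with beta catenin targeted HCT116 as companion control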
# bCat KO growth: beta-catenin-lacking colon tumor cell growth suppression; viability, % at 10 µM; HCT116 beta-catenin knockout viability, CellTiter-Glo, 60 h; active compounds read low; 140,000 tested, 1.5% active;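 active = viability at or under a set limit, the compound median less 4 SD, cut at about 6% in these data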;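 also: 0% = Hyamine 1622 control at 20 µM and 100% = untreated cell control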
# BB579 growth dn: yeast BB579 growth reduction in restrictive medium | S. cerevisiae BB579 growth, OD615, 48 h | inhibition, % at 10 µM | 140,000 tested, 0.51% active | AID 804;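 active = inhibition above a set limit, 3 SD over the mean compound inhibition, cut at about 44% in these data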; also: inactives centre near -24
#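 test system = yeast BB579 (DeaD) | buffer or medium = restrictive CSMM-D medium | doses = single compound dose of 10 µM, 0.25% DMSO final | times = 4 h preincubation and 48 h exposure at 30 °C | technique = culture absorbance at 615 nm | benchmarks = amphotericin B 10 µg/mL, positive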
# MRP1 act: activators of MRP-1; H69AR cells + doxorubicin, viability rescue, CellTiter-Glo; viability increase, % at 10 µM; 140,000 tested, 0.61% active;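 active = viability gain under doxorubicin at or above a set limit, the compound median plus 3 SD, cut at about 4.7% in these data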;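 also: MRP-1 overexpressing cells given doxorubicin 25 µM after compound pretreatment; 18-22 h compound pretreatment then 72 h with doxorubicin before readout; 0% = doxorubicin-only wells and 100% = vehicle-treated cells without doxorubicin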
# Phagocyt inh: blocks phagocytosis by macrophages; J774A.1 macrophage IgG-bead phagocytosis, imaging; inhibition, % at 5 µM; 110,000 tested, 0.07% active;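 active = inhibition above the mean of the plate negative controls plus 5 SD, cut at about 13% in these data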;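 also: phagocytic index as fraction of beads internalized from green versus red external bead signal; plate controls were DMSO negative control for no effect and cytochalasin-D positive control for full effect; some results beyond the cut were filed as inactive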
# Measles CPE: protection of cells from measles virus; 140,000 tested, 1.5% active; protection (pct of control), % at 4 µM; Measles virus-infected cells, CPE protection, absorbance; AID 841; in the data active = protection mostly above about 24%, no sharp cut-off; inactive = mostly below about 26%; also: some compounds called inactive have numbers as strong as hits
# Yeast life ext: extends the lifespan of yeast; S. cerevisiae growth with nicotinamide, OD615; deaD strain in restrictive glucose medium; 130,000 tested, 0.68% active; inhibition of the nicotinamide effect, % at 10 µM;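 active = inhibition above a set limit, placed 3 SD over the median of all compounds, cut at about 26% in these data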;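 also: 0% = nicotinamide-treated wells and 100% = cells grown without nicotinamide; some compounds called inactive have numbers as strong as hits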
#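 Assay system: engineered S. cerevisiae DeaD replicative-lifespan strain, galactose-grown log-phase cells; medium: restrictive CSMM-D dextrose medium; also added: nicotinamide, 1.5 mM, co-present with compound; schedule: 48 h compound exposure at 30 °C, humidified; detection: absorbance at 615 nm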
# E-sel TNF inh: TNF alpha driven E-selectin expression inhibition. HUVEC TNFa-induced E-selectin immunofluorescence, high content. inhibition, % at 2 µM. 120,000 tested, 0.71% active;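 active = inhibition above the batch mean plus 3 SD, and confirmed as a hit on visual image review, cut at about 43% in these data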;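 also: 0% = TNF-stimulated DMSO wells and 100% = unstimulated control wells; not every result past the cut was called active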
# The depositor's hits bear a star; . = no result given.
SMILES,NPY Y2 blocker,GALR2 blocker,PTEN del growth,bCat KO growth,BB579 growth dn,MRP1 act,Phagocyt inh,Measles CPE,Yeast life ext,E-sel TNF inh
CC(C)Nc1cc(N2CCCC2)ccc1[N+](=O)[O-],2,-7,89,83,-12,-2.9,7,3,-22,-54
CCCOc1ccc(C(=O)NC(=S)Nc2nc(C)c(C(=O)N(C)C)s2)cc1,1,-7,84,102,12,0.1,0,5,-34,-28
CCOc1ccccc1N(CC(=O)OC)S(=O)(=O)c1ccccc1,3,1,92,86,-26,-0.6,-1,8,-6,0
O=C(NC1CCCCC1)c1cc2nc3c(c(C(F)(F)F)n2n1)CCCC3,9,-11,84,101,-6,0.2,2,31,-19,5
COc1ccccc1NC(=O)c1ccc(Cl)c(S(=O)(=O)N2CCOCC2)c1,3,5,92,86,-69,-2.7,0,8,-19,-16
Cc1cccc(C)c1NC(=O)CS(=O)CC(=O)Nc1ccc(F)cc1F (centres undefined),2,6,100,100,-4,-1.8,.,9,-22,-6
COc1ccc(OC)c(CCNC(=O)CC2Oc3ccc(C)cc3NC2=O)c1 (centres undefined),1,6,93,87,-32,-0.4,0,24,-8,-15
COc1ccccc1CNC(=O)c1ccccc1N,0,-2,107,102,-52,-0.2,-1,37*,2,-7
COc1cc(/C=N/Nc2ncnc3sc4c(c23)CCC4)ccc1O,1,10,73,76,-17,1.8,-8,23,-3,.
Cc1ccc(S(=O)(=O)c2c(C(=O)c3ccccc3)cnc3cc4c(cc23)OCCO4)cc1,2,-2,31,40,-27,-6.1,-5,7,7,19
COc1ccc(CN2CCC(C(=O)N3CCN(c4ccccc4F)CC3)CC2)cc1OC,2,1,84,88,-16,-2.0,.,15,-4,-16
CC(C)(C)C1CCC2(CC1)C(Nc1cccc(C(F)(F)F)c1)=NC(=S)N2CC#N (centres undefined),0,-1,86,98,-7,-1.8,.,20,.,0
Cc1ncsc1CCOC(=O)c1ccc([N+](=O)[O-])cc1,4,-6,86,94,-40,0.5,-1,3,-6,-54
Cc1ccc(/C(N)=N/OC(=O)CCC2CCCCC2)cc1,3,1,94,100,13,-1.0,0,18,-24,-29
COc1cccc(NC(=S)NCc2ccncc2)c1,4,-1,97,95,-29,-3.0,-1,3,10,.
O=C(CNc1cccc2ccccc12)N/N=C/c1ccc([N+](=O)[O-])cc1,10,7,90,91,-27,1.6,-2,16,0,.
Cc1nn(C)cc1C(=O)Nc1c(C)nn(Cc2ccccc2Cl)c1C,3,12,101,99,-51,-1.4,-1,32,3,-33
COc1cccc(C(NC(=O)c2ccccc2F)NC(=O)c2ccccc2F)c1,3,3,90,93,-6,-2.9,0,9,0,-52
Cc1cccc(C(=O)OCC(=O)Nc2nccs2)c1,1,-12,92,101,-4,1.0,.,10,-9,-13
N#C/C(=C\c1c[nH]c2ccccc12)c1nnc2n1CCCCC2,1,3,97,104,-13,3.3,-11,36,0,32
O=c1nc(-c2ccccc2)cc(C(F)(F)F)[nH]1,10,9,91,87,-23,-0.6,.,5,-17,-1
CCC(C)NCC(O)COCc1ccc(Cl)cc1 (centres undefined),7,-1,94,92,20,-1.7,.,2,1,1
Cc1nn(C)cc1/C=C(/C#N)C(N)=O,1,-1,83,92,-56,-2.4,-4,7,-2,.
CC1CCN(C(=O)Cn2cc(C(=O)c3ccco3)c3ccccc32)CC1,6,3,90,95,-27,-3.9,3,17,-26,-17
COC(=O)c1cn(NC(=O)c2cccnc2)c(=O)c2ccccc12,9,0,96,101,-26,0.3,.,21,-19,0
Cc1ccc(-c2csc(NC(=O)c3ccc4c(=O)n5c(nc4c3)CCCCC5)n2)cc1,7,3,32,39,-24,2.4,-3,56*,6,.
COc1ccc(/C=C2\CCC(C3CCCC3)C2=O)cc1Cn1nc(C)cc1C (centres undefined),1,-9,85,86,-3,-2.3,-13,4,3,4
Cc1ccc(C)n1-c1ccc2c(c1)COC2=O,1,2,63,53,-38,-3.5,.,2,-18,.
CCOC(=O)/C(C#N)=C/c1ccc(OCC(=O)Nc2ccc(OC)cc2)c(OC)c1,2,0,60,81,-41,-4.4,-1,3,-6,.
Cc1cc(SCC(=O)N/N=C/c2ccc(O)c(O)c2)c(C)cc1Br,3,0,90,81,-56,-2.2,-1,9,-1,10
Cc1nn(C)c(C)c1CN(C)S(=O)(=O)c1ccc(F)cc1,2,3,92,82,5,-2.0,.,5,.,-27
Cn1nnnc1SCC(=O)N1CCN(c2ccc(Cl)cc2)CC1,-2,4,75,69,-1,-1.9,-1,2,-23,21
CCC(C)(C(=O)NC1CCCCC1)N(C(=O)Cc1cccs1)c1ccccc1 (centres undefined),17*,3,74,72,3,-1.3,-8,2,11,-5
CCC(N=c1cc(-c2ccc(OC)c(OC)c2)oc2ccc(C)cc12)C(=O)O (centres undefined),1,8,108,98,-28,-0.4,-12,12,2,.
O=C(c1cccc(S(=O)(=O)N2CCOCC2)c1)N1CCCCCC1,1,-10,103,107,-20,-1.7,0,3,-7,-29
CCOC(=O)c1ccc2c(c1)nc(C1CCN(S(=O)(=O)c3cccs3)CC1)n2CC,0,15,59,63,-16,-4.3,0,10,-7,15
CC(=O)NCN1CCN(CNC(C)=O)CC1,0,6,99,103,-36,0.9,0,12,-12,.
Cc1c(NC(=O)c2cccc(S(=O)(=O)N3CCOCC3)c2)c(=O)n(-c2ccccc2)n1C,1,6,102,102,-27,-0.8,2,6,-19,16
Cc1oc2c(c(=O)c1C)C(=O)CC(c1ccccc1)C2 (centres undefined),2,7,95,87,-33,-1.5,-2,4,60,-28
CN(C1CCCC1)C1CCN(C(=O)CNC(=O)/C=C/c2ccccc2)CC1,0,-2,98,100,-21,-3.1,-8,7,-1,.
COc1ccc(OC)c(N2C(=O)[C@@H]3C(c4ccccc4Cl)=NO[C@@H]3C2=O)c1,1,-19,93,92,-21,-2.8,-3,6,-16,4
COc1cccc(C2=NOC(C(=O)N3CCOCC3)C2)c1 (centres undefined),1,-5,91,89,-12,-1.2,2,3,-17,.
CCOC(=O)c1c(C)[nH]c(C(=O)CN2C(=O)NC(CC)(c3ccccc3)C2=O)c1C (centres undefined),-2,-1,62,75,-19,-2.5,2,4,-13,9
N#CC1(c2ccccc2)CCC(=NO)CC1 (centres undefined),0,10,93,95,-17,-1.3,0,1,-3,-19
Cc1cc(C)c(S(=O)(=O)N2CCOC2CNC(=O)C(=O)NCc2ccco2)c(C)c1 (centres undefined),2,-1,89,91,-21,-1.6,.,6,-1,2
O/N=C/c1ccc(-c2cc(Cl)ccc2Cl)o1,4,4,90,96,-40,-0.5,-6,43*,-3,.
Cc1cc(C)cc(OCC(=O)N(Cc2cccs2)C2CCS(=O)(=O)C2)c1 (centres undefined),0,5,80,88,-18,-0.8,0,7,-6,-8
Cc1ccc(-n2c(Cn3c(C)nc4ccccc43)n[nH]c2=S)cc1,3,-6,104,91,-7,-1.1,-2,3,2,15
COC(=O)c1ccccc1NC(=O)c1ccc(-c2ccccc2F)o1,0,-1,76,86,-33,-3.9,-2,8,2,-2
CNC(=O)c1nn(-c2ccccc2)ccc1=O,-2,0,102,96,-55,-1.1,0,22,-5,15
O=C(COc1ccccc1)NNc1c2ccccc2nc2ccccc12,2,12,69,73,-44,-1.8,.,7,-12,-38
NS(=O)(=O)c1ccc(CNC(=S)NCc2ccc(Cl)cc2)cc1,0,3,94,91,3,-0.2,1,12,-3,.
Cc1ccc(O)c(C(=O)c2cnc3c(c2)COc2ccc(C)cc2-3)c1,6,16,77,91,-38,-1.3,.,21,.,-32
COc1cccc(NC(=O)CNC(C)CCC(C)C)c1 (centres undefined),4,0,100,96,-8,-3.1,-1,11,-4,.
CCOC(=O)c1ccc(NS(C)(=O)=O)cc1,6,-3,93,89,-62,-0.8,-1,18,-3,4
O=C1c2cccc3cccc(c23)C(=O)N1CCN1CCN(CC(O)COc2ccc3ccccc3c2)CC1 (centres undefined),4,-6,1.2*,1.5*,-43,-5.9,.,57*,0,.
COc1ccc(C(C(=O)NC2CCCCC2)N(Cc2cccs2)C(=O)Cc2c[nH]c3ccccc23)cc1OC (centres undefined),2,-1,97,91,-54,-1.5,0,12,-12,.
O=C(O)C1CCN(S(=O)(=O)N2CCOCC2)CC1,-3,4,98,92,-13,-2.8,-3,13,-5,3
Cn1c(=O)cc(SCC(=O)N2CCCC2)c2ccc(Cl)cc21,4,2,84,90,-55,-1.2,2,7,-10,17
O=C(NCCN1CCOCC1)C1CCN(c2nc3ccccc3o2)CC1,1,-1,102,101,6,-1.0,-1,29,3,.

# Other structures follow.
SMILES,NPY Y2 blocker,GALR2 blocker,PTEN del growth,bCat KO growth,BB579 growth dn,MRP1 act,Phagocyt inh,Measles CPE,Yeast life ext,E-sel TNF inh
COCCOC(=O)C1=C(C)NC(=O)NC1c1ccc(Cl)cc1 (centres undefined),6,7,.,97,-13,0.5,0,21,-4,.
C[C@H](CCC(=O)O)[C@H]1CC[C@H]2[C@@H]3C(=O)C[C@@H]4CC(=O)CC[C@]4(C)[C@H]3CC(=O)[C@]12C,1,-3,90,74,0,-1.3,.,28,5,.
CCN1CCN(C(=S)NCCc2ccccc2)CC1,12,-1,96,101,-11,-2.9,.,7,-6,-23
CCOC(=O)c1c(-c2ccccc2)csc1NC(=O)CSc1nc(C)cc(C)n1,9,4,68,70,-9,-2.6,-4,4,1,1
COc1ccc(C(C(=O)NC2CCCCC2)N(C(=O)CCCC(=O)Nc2ccccn2)c2ccc3c(c2)OCCO3)cc1 (centres undefined),1,4,36,40,-33,-5.0,.,9,12,11
O=S(=O)(Nc1nccs1)c1ccc(Cl)cc1,4,3,100,98,-12,-0.8,2,7,-1,13
COc1ccc2c(Cl)c(C(=O)NC3CCS(=O)(=O)C3)sc2c1 (centres undefined),2,14,76,64,-41,0.2,1,8,-10,-22
Cc1ccc(S(=O)(=O)NCC(=O)OCC(=O)c2cc(C)n(-c3ccccc3)c2C)cc1,6,-8,79,92,-35,-0.8,-4,32,1,7
COC(=O)c1ccc2[nH]c(C)cc(=O)c2c1,5,12,90,88,-17,-2.7,0,11,-4,.
O=C(/C(=C/c1ccccc1)c1ccccc1)N1CCCCC1,4,20,102,89,-22,0.1,.,2,1,-48
CCOc1ccc2nc(NC(=O)CN3CCC(n4nnc5cc(C(F)(F)F)ccc54)CC3)sc2c1,2,-13,64,65,-54,-4.3,1,12,-6,1

# Reformatted: entries from further up
# Screens in order: NPY Y2 blocker, GALR2 blocker, PTEN del growth, bCat KO growth, BB579 growth dn, MRP1 act, Phagocyt inh, Measles CPE, Yeast life ext, E-sel TNF inh
- O=S(=O)(Nc1nccs1)c1ccc(Cl)cc1
 : 4, 3, 100, 98, -12, -0.8, 2, 7, -1, 13
- COc1ccc2c(Cl)c(C(=O)NC3CCS(=O)(=O)C3)sc2c1 (centres undefined)
 : 2, 14, 76, 64, -41, 0.2, 1, 8, -10, -22
- Cc1ccc(S(=O)(=O)NCC(=O)OCC(=O)c2cc(C)n(-c3ccccc3)c2C)cc1
 : 6, -8, 79, 92, -35, -0.8, -4, 32, 1, 7
- COC(=O)c1ccc2[nH]c(C)cc(=O)c2c1
 : 5, 12, 90, 88, -17, -2.7, 0, 11, -4, .
